# PhoP inhibition – PhoP-dependent GFP reporter repression – Salmonella Typhimurium, primary screen (AID 1863) | S. Typhimurium PhoP-regulated promoter GFP reporter, 4 h; higher % means a stronger effect | one-dose inhibition, % at 50 µM; IC50 in µM for titrated hits | actives 0.16% (n = 300,000);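 active = inhibition over 29.93%, a cutoff 3 SD above the screen mean, later confirmed by dose response; inconclusive = inhibition over 29.93% but no dose response follow-up; inactive = inhibition at most 29.93% or unconfirmed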;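 also: 0% = low Mg2+ inducing control and 100% = high Mg2+ repressing control; strong numbers were not always called active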
# Autophagy mod – alters autophagy in cells. MEF GFP-LC3 puncta imaging; test concentration mostly 10 µM. calls only at 10 µM (by protocol). actives 0.98% (n = 190,000). AID 463193;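 active = percentage of spot-positive cells more than 3 SD above its plate mean, without a fluorescence outlier flag or 80% toxicity; inconclusive = no clear call, values can overlap the other calls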;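 also: spot-positive cell cutoff set from DMSO-treated cells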
# Hep lipid drop – modulators of hepatic lipid droplet formation; AML12 mouse hepatocytes, oleate lipid droplets, BODIPY imaging; inhibition, % at 6.5 µM; actives 0.4% (n = 240,000); AID 1656;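 active = lipid droplet intensity inhibited by at least 50%, with more than 500 cells counted; inconclusive = wells with under 300 cells, treated as cytotoxic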
#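 Assay system: AML12 hepatocytes (mouse); Probe or stimulus: oleic acid at 100 µM to induce lipid droplet formation; Dosing: compound at 6.5 µM only; Schedule: compound with oleate, overnight; Detection: fluorescence imaging, 20x objective, two fields per well; Measure: % inhibition of lipid droplet signal.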
# Insulin prom up – MIN6 insulin promoter up-regulation; z-score at 5 µM; MIN6 insulin promoter-GFP reporter, high-content imaging; active compounds read high; actives 0.3% (n = 190,000);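 active = z-score above 3 at 5 µM with at least 500 cells counted in the well; inconclusive = wells under 500 cells, flagged as cytotoxic or low count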
# T cell HTS – modulates CD8 T cell binding to vesicles; actives 0.068% (n = 330,000); calls only at 7 µM; 2C CD8+ T cell-vesicle binding, flow cytometry; active compounds read low;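 active = response, share of CD8 T cells binding vesicles, and their 90th percentile fluorescence all below set limits, cut at about 80% in these data, passing the limit was not always enough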
#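 incubation = binding step 1.5 h, 37 °C, antibody labelling 20 min, ice | test system = 2C mouse CD8+ T cells | read-out basis = percent CD8+ FL2 mean versus row control | controls = Peptide-free naked vesicles (low) and QL9 vesicles with 0.7% DMSO vehicle (high) | detection = flow cytometry of vesicle-bound cells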
# Dynein transport – blocks dynein driven cargo transport along microtubules; 3617.4 mouse cells, GR-EGFP nuclear translocation imaging; test concentration mostly 20 µM; stimulated with dexamethasone, 1 µM; active compounds read low; z-score, hits read low; actives 0.47% (n = 220,000); AID 1381;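 active = plate z-score of nuclear minus cytoplasmic receptor signal below a set negative limit, without overly bright fluorescence or cell loss, cut at about -3.5 in these data, passing the limit was not always enough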;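 also: z-score of nuclear minus cytoplasmic ring GR-EGFP intensity difference per well; some compounds called inactive have numbers as strong as hits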
#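 Buffer or medium: tet-free medium with charcoal-stripped serum / Also added: dexamethasone agonist, 1.0 µM final, for 30 min / Timing: induction 48 h, compound 1 h, agonist 30 min / Measured by: high-content fluorescence imaging after fixation / Read-out: nuclear-to-cytoplasmic GR-EGFP distribution per well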
# bCat nuc transl – beta-catenin nuclear translocation modulation | nuclear translocation activity, % at 5 µM | HeLa beta-catenin nuclear translocation, immunofluorescence imaging | AID 1665 | actives 0.3% (n = 190,000);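 active = nuclear translocation activity above 50% at 5 µM, with a well cell count of 50 or more; inconclusive = wells under 50 cells across six images, flagged as toxic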;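 also: per-cell ratio of nuclear to cytoplasmic median beta-catenin stain intensity; plate controls were DMSO negative control for no effect and GSK-3 inhibitor IX positive control for full effect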
#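 System: HeLa cells, endogenous beta-catenin; compound dosing: 5 µM primary single dose, 0.1% DMSO, 0.02–20 µM confirmation series; incubation: 24 h compound exposure at 37°C, 5% CO2; signal: beta-catenin immunofluorescence imaging with DAPI; evaluation: % activation, nuclear-to-cytoplasmic median beta-catenin signal ratio per cell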
# MT stabilizer – microtubule stabilizers in HeLa cells | % tubulin-high responders, % at 10 µM | AID 2205 | HeLa tubulin immunostaining HCS, 24 h; share of cells brighter than vehicle mean+2SD | actives 0.83% (n = 200,000);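 active = plate Z-score above 3 for both tubulin-high and condensed-nucleus cell shares, with cell loss under 80%, at 10 µM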;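 also: anti alpha tubulin signal scored within the nucleus-defined area of each cell; some results filed as inactive read as strong as hits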
# ER stress rescue – protection against thapsigargin-triggered cell killing – 384-well, CSM14.1, ATP luminescence, primary screen (AID 1222). CSM14.1 thapsigargin-induced death rescue, ATP luminescence; higher % means a stronger effect. cellular ATP content (survival), % at 20 µM; hits with a dose series show EC50 in µM. 190,000 tested, under 10 active;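 active = EC50 below 50 µM in the dose-response confirmation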;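 also: death triggered by thapsigargin at about 15 µM added after 2 h compound pretreatment; cell ATP read after overnight thapsigargin exposure of roughly 18 to 22 hours; normalized against plate controls of thapsigargin alone and 5% DMSO vehicle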
# Dynein transport cytoplasmic EGFP – second read-out of Dynein transport, no call of its own (marks repeat the call); z-score; measured here: cytoplasmic GR-EGFP intensity; active compounds read high
# Dynein transport nuclear GR-EGFP – further read-out of Dynein transport, marked with its call; z-score; measured here: nuclear GR-EGFP intensity;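 lower value marks the stronger effect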
# Dynein transport cell count – further read-out of Dynein transport, marked with its call; z-score; measured here: cell count per field
# Insulin prom up cell count – second read-out of Insulin prom up, no call of its own (marks repeat the call); cell count; measured here: cytotoxicity, nuclei count;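 total cells summed across four imaged fields per well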
# Hep lipid drop cells 6.5 µM – further read-out of Hep lipid drop, marked with its call; cell count; measured here: cell count, cytotoxicity flag;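 cells counted across two imaged fields per well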
# bCat nuc transl cell count 5 µM – also measured in bCat nuc transl; calls as there; cell count; measured here: cell count, cytotoxicity flag
# T cell HTS vesicle-bound % – further read-out of T cell HTS, marked with its call; double positive events, %; measured here: CD8+ vesicle-bound cell fraction;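 binding gate set so that unloaded-vesicle control wells show 10% double positive cells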
# MT stabilizer Hoechst-high % – further read-out of MT stabilizer, marked with its call; % Hoechst-high responders; measured here: nuclear condensation Hoechst responders;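 share of cells brighter than vehicle mean plus two SD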
# MT stabilizer cytotoxicity % – second read-out of MT stabilizer, no call of its own (marks repeat the call); toxicity, %; measured here: cytotoxicity by cell density;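 0% = mean cell density of plate MIN control wells and 100% = no cells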
# Autophagy mod cell loss 18 h – second read-out of Autophagy mod, no call of its own (marks repeat the call); toxicity, %; measured here: cell loss, nuclei count;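 cell loss after 18 h compound exposure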
# * hit, by the source's call; i = inactive; ? = inconclusive; . = no result given; + = active, no number.
SMILES,PhoP inhibition,Autophagy mod,Autophagy mod cell loss 18 h,Hep lipid drop,Hep lipid drop cells 6.5 µM,Insulin prom up,Insulin prom up cell count,T cell HTS,T cell HTS vesicle-bound %,Dynein transport,Dynein transport cytoplasmic EGFP,Dynein transport nuclear GR-EGFP,Dynein transport cell count,bCat nuc transl,bCat nuc transl cell count 5 µM,MT stabilizer,MT stabilizer Hoechst-high %,MT stabilizer cytotoxicity %,ER stress rescue
O=C(c1cccnc1)n1nc(NCc2ccccc2)nc1NCc1ccccc1,4%,i,18,-3,686,1,1517,i,14,-0.67,-0.24,-0.44,0.37,-1.1,1034,1.8,1.5,6.3,2.0%
CCOC(=O)N1CCC(NC(=O)C2CCN(C(=O)c3cc4sccc4n3CC)CC2)CC1,-7%,.,.,12,729,-0.96,1158,i,36,-0.47,-0.24,-0.12,0.79,-1.1,1367,.,.,.,.
COc1ccc(NC(C)=O)cc1NC(C)C(=O)Nc1ccc(F)cc1 (stereo unspecified),-8%,i,-11,14,773,.,.,i,48,-0.39,0.014,0.51,1.1,.,.,2.0,1.9,9.1,-0.1%
O=C(Nc1nnc(SCc2c(Cl)cccc2Cl)s1)C1CC(=O)N(c2ccc3c(c2)OCCO3)C1 (stereo unspecified),-5%,i,-4,10,715,-0.81,1275,i,24,-0.88,-0.35,0.13,0.85,-1.4,1134,4.7,2.2,6.2,2.8%
COc1ccc(C2(CNC(=O)Cc3ccccc3)CCCC2)cc1OC,-2%,i,1,.,.,-0.37,1582,i,27,-0.69,-0.2,-1,0.1,1.6,1261,3.5,1.7,9.5,-0.8%
COc1ccc(/C=N/Nc2ncnc3c2[nH]c2ccccc23)c(OC)c1OC,25%,i,9,-4,670,-0.17,1325,i,43,1,-0.22,1.1,-0.97,0.2,1003,1.6,2.0,8.5,-0.3%
CCN(CC)CCNc1nc2cc(OC)c(OC)cc2c2nc(-c3ccccc3)nn12,-39%,i,-9,0,703,-0.55,828,i,34,1.2,0.66,0.79,-0.86,0.1,1150,1.8,1.9,1.4,3.1%
COc1cccc(C2c3[nH]c4ccccc4c3CCN2C(=O)Cn2cncn2)c1OC (stereo unspecified),-3%,i,-8,-4,696,-0.16,963,i,52,0.48,-0.19,0.15,-0.048,0.5,1566,2.3,2.7,1.9,2.3%
COc1ccc(NC(=O)/C(C#N)=C\c2cc(C)n(-c3ccc(Oc4ccc([N+](=O)[O-])cn4)cc3)c2C)cc1,15%,i,21,7,716,0.29,717,i,51,-1.4,-0.25,-0.56,1.6,.,.,1.8,1.9,3.1,0.1%
COc1ccccc1C(=O)Nc1ccc2c(c1)nc(CCNC(=O)c1ccccc1)n2C,0%,.,.,17,799,-0.14,1045,i,52,0.1,-0.25,-0.23,0.048,48,587,.,.,.,.
CCN(CC)CCCN1C(=O)c2oc3ccccc3c(=O)c2C1c1cccc(OC)c1OC (stereo unspecified),2%,i,22,.,.,-0.6,1423,i,39,-0.0022,-0.17,0.14,0.64,-8.1,1005,3.1,1.9,6.5,-0.8%
CCCCOCP(=O)(CCCC)COCCCC,4%,i,-2,-3,739,1.1,1173,i,36,0.46,-0.28,0.62,-0.12,.,.,1.9,0.3,35,-2.7%
CC(=O)c1cccc(N(CC(=O)Nc2cc(C)cc(C)c2)S(C)(=O)=O)c1,-2%,i,8,-8,700,-0.42,1542,i,11,-0.87,-0.35,-0.08,2.3,4.1,906,1.6,1.5,4.1,-0.4%
COc1ccccc1NC(=O)Cc1nnc(SCC(=O)Nc2ccccc2F)n1C,2%,i,12,2,686,-0.13,1223,i,22,3,-0.13,1.3,-1.2,-1.4,1048,1.9,1.6,4.8,-0.7%
CCN(CC)CCNc1nc(-c2ccc(OC(F)F)cc2)c(C)s1,-6%,i,-2,-18,686,-2,1104,i,46,1.4,-0.22,1.1,-0.91,0.3,1064,2.3,2.9,9.4,1.1%
CN(C)c1ccc(/C=N/NC(=O)c2ccc(Cn3cc(Br)cn3)o2)cc1,-15%,i,-3,6,724,0.02,1066,i,31,0.063,-0.091,0.083,-1.1,.,.,2.9,3.4,8.9,-7.3%
CSc1nc2ccccc2s1,-5%,i,11,2,676,0.6,1252,i,15,1.8,0.34,1.4,-0.4,-4.7,562,1.6,2.8,12,-2.8%
COc1ccc(NCc2nnc(SCc3ccccc3)n2-c2ccc(OC)cc2)cc1,23%,i,-1,.,.,-0.4,1781,i,33,0.31,-0.08,-0.08,-0.92,-0.4,1279,1.6,1.3,5.5,-3.3%
COc1ccccc1-n1c(SCC(=O)Nc2ccccc2F)nc2[nH]ncc2c1=O,4%,i,-16,.,.,-0.73,1705,i,28,-0.24,-0.19,-0.13,-0.058,-0.2,1358,2.5,3.5,12,-1.9%
CCOc1ccc2ncc(C(=O)c3ccc(OC)cc3)c(N3CCN(CC)CC3)c2c1,-5%,i,-6,3,687,1.6,1066,i,64,-0.027,-0.36,-0.18,-0.049,-1.7,1113,1.2,2.3,5.6,.
CCOC(=O)C1CCCN(C(=O)Nc2cccc(Cl)c2)C1 (stereo unspecified),-9%,i,2,8,736,0.25,1341,i,26,1.2,-0.24,1.1,-0.02,.,.,3.8,1.4,3.9,0.1%
COC(=O)c1ccccc1NC(=S)N1CCN(c2ccccn2)CC1,-6%,i,3,-22,699,-0.5,1259,i,38,-1.8,-0.24,-0.41,1.5,-2.0,1081,3.1,3.2,8.6,2.2%
CCCn1nc(Oc2nc(NC(C)C)nc(N(C)C)n2)ccc1=O,-2%,i,0,-1,677,0.03,1638,i,36,0.33,-0.21,0.079,-0.054,-0.8,947,2.3,3.7,6.3,2.5%
O=C(N/N=C/c1ccccc1OCc1ccccc1)c1cccs1,-11%,i,-17,-27,736,0.76,1289,i,31,-0.49,-0.31,-0.24,0.16,.,.,1.7,4.4,6.4,-1.1%
CC(=C1C(=O)c2ccccc2C1=O)N1CCN(C/C=C/c2ccccc2)CC1,10%,i,3,-2,774,1.8,846,i,49,2.1,0.23,1.7,-1.4,-2.7,1002,1.4,1.1,5.8,-0.6%

# Among those listed so far, two contain a thiophene ring, fused or not.
SMILES,PhoP inhibition,Autophagy mod,Autophagy mod cell loss 18 h,Hep lipid drop,Hep lipid drop cells 6.5 µM,Insulin prom up,Insulin prom up cell count,T cell HTS,T cell HTS vesicle-bound %,Dynein transport,Dynein transport cytoplasmic EGFP,Dynein transport nuclear GR-EGFP,Dynein transport cell count,bCat nuc transl,bCat nuc transl cell count 5 µM,MT stabilizer,MT stabilizer Hoechst-high %,MT stabilizer cytotoxicity %,ER stress rescue
CCOC(=O)N1CCC(NC(=O)C2CCN(C(=O)c3cc4sccc4n3CC)CC2)CC1,-7%,.,.,12,729,-0.96,1158,i,36,-0.47,-0.24,-0.12,0.79,-1.1,1367,.,.,.,.
O=C(N/N=C/c1ccccc1OCc1ccccc1)c1cccs1,-11%,i,-17,-27,736,0.76,1289,i,31,-0.49,-0.31,-0.24,0.16,.,.,1.7,4.4,6.4,-1.1%

# (listing goes on)
SMILES,PhoP inhibition,Autophagy mod,Autophagy mod cell loss 18 h,Hep lipid drop,Hep lipid drop cells 6.5 µM,Insulin prom up,Insulin prom up cell count,T cell HTS,T cell HTS vesicle-bound %,Dynein transport,Dynein transport cytoplasmic EGFP,Dynein transport nuclear GR-EGFP,Dynein transport cell count,bCat nuc transl,bCat nuc transl cell count 5 µM,MT stabilizer,MT stabilizer Hoechst-high %,MT stabilizer cytotoxicity %,ER stress rescue
CNC(=O)COC(=O)c1ccc(-c2nc3ccccc3s2)s1,-8%,i,-3,-2,781,.,.,i,56,-0.63,-0.16,-0.33,1.6,-3.0,1227,2.0,1.6,5.0,-5.6%
CCC(=O)Nc1nc2ccc3nc(C)sc3c2s1,10%,i,5,-1,651,0.13,1998,i,24,-1,-0.29,-0.5,0.7,-1.7,1061,2.1,3.5,0.8,-2.4%
O=C(Nc1ccc(S(=O)(=O)Nc2ccc(F)cc2)cc1)c1ccc(CN2CCOCC2)cc1,-3%,i,0,0,747,0.17,1230,i,52,-0.3,-0.35,0.1,1.1,-0.5,1038,2.1,1.2,8.2,-1.2%
OCCC1CN(Cc2cccn2-c2nccs2)CCN1Cc1ccccc1 (stereo unspecified),-7%,.,.,-2,681,-0.21,1059,i,54,1.4,-0.13,1.2,-2,0.9,1357,.,.,.,.
CN1CCN(C=Nc2nc3ccccc3nc2N2CCCC2)CC1,4%,i,23,14,672,-0.18,1762,i,56,0.44,-0.2,0.72,-0.34,1.2,1031,0.9,2.0,9.7,0.2%
Cc1nc2ccccc2n1-c1nc(-c2ccco2)cc(C(F)(F)F)n1,-5%,+,35*,13,649,?,.,i,38,-0.36,-0.2,0.026,0.34,12,687,32,3.6,21,-0.8%

# Screens as filed in PubChem.
